# bIAP act: bovine intestinal alkaline phosphatase activators, primary screen, biochemical, bovine IAP, CDP-star luminescence | AID 1016, 2008 | 200,000 compounds, 0.17% hits | activation factor at 20 µM | purified bovine IAP, 30 min; stronger effect = higher value; fold of DMSO-control signal, blank-subtracted | alkaline phosphatase, intestinal [Bos taurus];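 active = activation factor of 2 or more at 20 µM, a signal rise over negative controls twice the positive control's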
# bIAP inhibitor: bovine intestinal alkaline phosphatase inhibitors, primary screen, selectivity assay for TNAP inhibitor project, biochemical, bovine IAP, CDP-star luminescence; alkaline phosphatase, intestinal [Bos taurus]; purified bovine IAP, 30 min; inhibition, % at 20 µM; 190,000 tested, under 10 active;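 active = over 50% inhibition of intestinal alkaline phosphatase at 20 µM in the single-dose screen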
#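 Incubation: 30 min reaction at room temperature / Material: purified bovine intestinal alkaline phosphatase (IAP) enzyme / Input: enzyme at 1/65,000,000 dilution / Dosing: 20 µM single dose / Signal: CDP-star luminescence signal / Reagent: CDP-star chemiluminescent phosphatase substrate, 30 µM final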
# TNAP act hiacc: TNAP activators at high phosphate acceptor level, primary screen, biochemical, luminescence, uHTS; purified TNAP, CDP-star luminescence, 1 M DEA, 30 min; stronger effect = higher value; 0 = EDTA background, 1 = DMSO-only activity; Alkaline phosphatase, tissue-nonspecific isozyme (Homo sapiens), P05186; activation factor at 20 µM; 200,000 tested, under 10 active;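 active = activation factor at least 2 at 20 µM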
# Target sequence (P05186 whole entry, looked up): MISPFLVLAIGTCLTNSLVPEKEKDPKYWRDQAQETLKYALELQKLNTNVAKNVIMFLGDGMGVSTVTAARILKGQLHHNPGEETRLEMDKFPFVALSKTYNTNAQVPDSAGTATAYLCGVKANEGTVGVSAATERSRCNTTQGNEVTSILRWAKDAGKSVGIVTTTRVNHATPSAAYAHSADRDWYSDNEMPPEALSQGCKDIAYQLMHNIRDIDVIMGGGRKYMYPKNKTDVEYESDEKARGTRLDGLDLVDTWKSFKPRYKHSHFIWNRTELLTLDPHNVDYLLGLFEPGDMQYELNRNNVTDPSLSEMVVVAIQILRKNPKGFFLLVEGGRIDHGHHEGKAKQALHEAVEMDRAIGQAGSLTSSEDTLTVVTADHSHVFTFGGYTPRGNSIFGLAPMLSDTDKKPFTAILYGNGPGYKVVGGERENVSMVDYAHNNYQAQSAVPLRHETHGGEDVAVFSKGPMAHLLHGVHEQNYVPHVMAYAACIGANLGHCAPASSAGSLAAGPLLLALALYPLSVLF
#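 system = human TNAP | amount = enzyme diluted 1/800 final | reagent = 100 µM CDP-star substrate | signal = luminescent substrate turnover signal | dosing = one dose, 20 µM | benchmarks = EDTA negative control, DMSO positive control | measure = activation factor | timing = 30 min reaction, room temperature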
# HMGR II inh: inhibitors of E. faecalis class II HMGR, primary screen, biochemical, Enterococcus faecalis; inhibition, % at 10 µM; HMG-CoA reductase (Enterococcus faecalis, mvaE); purified E. faecalis HMGR, NADPH absorbance 340 nm kinetic; 190,000 compounds, 0.41% hits;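 active = inhibition above a set limit, the median over all tested compounds plus 3 SD, cut at about 9.5% in these data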;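 also: enzyme runs in reverse so mevalonate oxidation gives rising NADPH absorbance; 0% = complete reaction with DMSO and 100% = background rate lacking mevalonate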
# TNAP inh no acc: human TNAP enzyme inhibitors, primary screen, biochemical, luminescent, no phosphate acceptor, uHTS; Alkaline phosphatase, tissue-nonspecific isozyme (Homo sapiens), P05186; purified TNAP, CDP-star luminescence, 30 min; inhibition, % at 20 µM; 200,000 compounds, 0.26% hits; AID 1012, 2008;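 active = tissue-nonspecific alkaline phosphatase inhibition above about 50% at 20 µM in the single-dose screen, limit read from the data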;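 also: 0% = DMSO negative control and 100% = EDTA positive control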
# TR-FRET SRC-2 ct: TR-FRET signal artefacts, primary screen, artefact control for PPARgamma SRC-2 agonist project, biochemical; TR-FRET artefact counter-screen; stronger effect = higher value; TR-FRET ratio at 8 µM; 200,000 compounds, 0.4% hits; in the data active = TR-FRET ratio above about 2000; also: inactives centre near 1500
# PPARg SRC-1 ag: PPARgamma agonists recruiting SRC-1 coactivator, primary screen, biochemical; Peroxisome proliferator-activated receptor gamma (Homo sapiens), P37231; PPARgamma-SRC-1 coactivator recruitment biochemical assay; activation, % at 8 µM; 200,000 compounds, 0.41% hits; AID 631, 2007; in the data active = activation above about 19%;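 also: 0% = DMSO and 100% = reference agonist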
# Target sequence (P37231 whole entry, looked up): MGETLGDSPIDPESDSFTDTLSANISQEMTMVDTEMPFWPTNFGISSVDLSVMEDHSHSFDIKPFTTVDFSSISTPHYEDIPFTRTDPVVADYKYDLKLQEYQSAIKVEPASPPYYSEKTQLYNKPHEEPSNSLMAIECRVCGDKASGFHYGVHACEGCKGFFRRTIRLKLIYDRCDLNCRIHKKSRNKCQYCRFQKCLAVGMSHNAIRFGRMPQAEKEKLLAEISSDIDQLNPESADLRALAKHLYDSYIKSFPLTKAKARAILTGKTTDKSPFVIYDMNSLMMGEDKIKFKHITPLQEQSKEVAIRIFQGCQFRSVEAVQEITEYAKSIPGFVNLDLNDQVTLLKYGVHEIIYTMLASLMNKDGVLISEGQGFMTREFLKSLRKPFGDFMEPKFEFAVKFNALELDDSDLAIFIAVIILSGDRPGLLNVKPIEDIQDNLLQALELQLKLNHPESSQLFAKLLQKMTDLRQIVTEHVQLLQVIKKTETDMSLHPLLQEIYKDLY
# PPARg SRC-2 ag: agonists of PPARg-SRC-2 recruitment, primary screen, biochemical, HTS | Peroxisome proliferator-activated receptor gamma (Homo sapiens), P37231 | PPARgamma LBD-SRC-2 recruitment | activation, % at 8 µM | 200,000 compounds, 0.34% hits | AID 1032, 2008; in the data active = activation above about 22%;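 also: 0% = vehicle and 100% = reference agonist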
# PPARg SRC3 recr: PPARgamma agonists recruiting SRC-3 coactivator, primary screen, biochemical; Peroxisome proliferator-activated receptor gamma (Homo sapiens), P37231; activation, % at 8 µM; biochemical PPARgamma/SRC-3 coactivator recruitment assay; AID 731, 2007; 200,000 compounds, 0.26% hits; in the data active = activation above about 23%;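 also: 0% = DMSO and 100% = reference agonist; some compounds past the cut are filed as inactive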
# TNAP inh hi DEA: human TNAP enzyme inhibitors, primary screen, biochemical, luminescent, high phosphate acceptor level, uHTS. Alkaline phosphatase, tissue-nonspecific isozyme (Homo sapiens), P05186. purified TNAP, CDP-star luminescence, 1 M DEA. inhibition, % at 20 µM. 200,000 compounds, 0.03% hits;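 active = over 50% inhibition of tissue-nonspecific alkaline phosphatase at 20 µM in the single-dose screen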;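 also: plate controls were DMSO wells for no effect and EDTA-quenched wells as full inhibition for full effect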
# Numbers without * were called inactive; / = no result given.
SMILES,bIAP act,bIAP inhibitor,TNAP act hiacc,HMGR II inh,TNAP inh no acc,TR-FRET SRC-2 ct,PPARg SRC-1 ag,PPARg SRC-2 ag,PPARg SRC3 recr,TNAP inh hi DEA
O=C(CCN1CCN(c2ccccc2)CC1)NNC(=O)c1cccc2ccccc12,1,-3.1,1,-3.8,-48.3,1614,4.2,7.7,-2.0,-4.9
CN(C)Cc1nc2ccccc2c(=O)n1Cc1nc(-c2cc3ccccc3o2)cs1,1,4.8,1,0.5,-10.3,1521,4.5,4.3,14.0,-3.3
O=C1COc2ccc3ccccc3c2CN1,0.9,9.7,1,2.4,-5.4,1442,3.4,0.2,-1.9,-0.5
CCc1ccccc1N(CC)C(=O)c1cn(C)c(=O)c2cc(OC)c(OC)cc12,0.9,5.4,1,-3.5,-14.6,1527,-3.0,3.5,-4.4,-3.9
N#Cc1cc2c(nc1SCc1ccccc1)CCC2,0.9,8.9,1,-6.8,-2.2,1654,85.1*,12.8,7.8,1.4
Cc1sc2nc(COC(=O)CNC(=O)c3ccc(C(C)(C)C)cc3)[nH]c(=O)c2c1C,1,-4.8,1,-1.7,-7.8,1640,1.6,-6.1,-0.1,-1.2
Cc1ccc(NC(=O)c2ccc(NCC3CCCO3)c([N+](=O)[O-])c2)cc1Cl (centres undefined),1,3.5,0.9,4.7,-3.2,1410,-2.8,0.5,-2.5,7.3
CCCn1c(SCC(=O)Nc2ccccc2C(=O)OCC)nc2c1c(=O)n(C)c(=O)n2C,/,/,/,/,/,1514,5.3,2.4,-4.3,/
CC1=NN(C(=O)c2ccccc2-n2cccc2)C(O)(C(F)(F)F)C1 (centres undefined),0.9,12.8,1.1,-6.9,-12.6,1636,-4.8,-8.1,0.1,-5.8
Cc1ccc(O)c(C(=O)c2cnc3c(c2)c(-c2ccc(F)cc2)c(C#N)c(=O)n3C)c1,0.9,8.3,0.9,-0.2,-2.7,1677,3.2,0.8,4.5,10.4
CCNc1nc(-c2cc(C)n(Cc3ccco3)c2C)cs1,1,-2.9,1,-2.9,-5.9,1399,2.8,11.6,1.6,2.2
O=C(Nc1cccc(O)c1)c1cc(S(=O)(=O)N2CCCC2)ccc1Cl,0.9,9.5,1,2.2,-5.8,1749,3.7,4.4,0.6,-4.4
CCCCN(CCCNC(=O)C1CCN(S(=O)(=O)CC)CC1)c1ccccc1,1.5,-48.8,1,-4.0,-13.1,1549,6.5,4.5,-0.1,-3.1
CC(=O)C1C(c2ccc(C)cc2)c2c(n[nH]c2C)CC1(C)O (centres undefined),1,1.5,1,-5.1,2.6,1700,0.1,6.4,11.1,-2.9
Cc1c(Br)c([N+](=O)[O-])nn1CC(=O)NCc1ccco1,0.9,14.2,0.9,-3.1,1.1,1397,1.4,1.1,-2.7,5.8
CCOc1ccc(OCCOCCN2CCc3ccccc3C2)cc1,1,-0.5,1,-1.6,-10.2,1461,1.8,7.4,3.0,-4.5
COCCNC(=O)C(c1cccs1)N(C(=O)Cn1nnc2ccccc21)c1ccc2c(c1)OCO2 (centres undefined),1.1,-8.9,1,3.1,-7.5,1395,2.8,0.3,1.7,-1.2
COC(=O)c1ccc(COc2cccc(OC)c2)o1,0.9,7.3,1,-1.2,-11.8,1460,-8.8,5.2,6.4,-3.9
Cc1ccc(S(=O)(=O)c2c(C)cc(C)nc2N2CCCCC2)cc1,1,-3.6,1,-2.0,-8.7,1580,2.7,2.9,0.2,-4.9
CCCCNC(=O)C1CCN(Cc2ccc(OCc3ccccc3)cc2)CC1,0.9,6.8,1,1.5,-10.5,1607,8.2,2.8,-10.8,-1.3
CCn1cc(C2=NC(C)(C)CO2)c2ccccc21,1,-1.1,1,-0.3,-14.8,1530,4.8,6.4,-7.2,-3.0
CNC(=O)c1cc2ccc(OC)cc2oc1=O,0.9,12.1,1,-3.1,-12.2,1402,-2.0,0.2,-14.0,-0.4
COc1ccc(NC(=O)CCCn2c(=O)oc3ccccc32)cc1Cl,0.8,15.1,1,-4.2,1.6,1483,-10.4,-6.4,-1.4,-2.2
COc1cc(NC(=O)CSc2nnc3c(n2)[nH]c2ccc(S(=O)(=O)NC(C)C)cc23)cc(OC)c1OC,1,-1.3,1.1,-6.8,-15.8,1600,1.6,1.7,-2.1,-5.9
Cc1ccc(/C=N/N(Cc2ccccc2)c2ccccc2)o1,1.1,-11.4,1,2.2,1.0,1554,0.1,-2.2,-2.1,-4.4

# Brought forward from above: five entries; new compounds follow.
SMILES,bIAP act,bIAP inhibitor,TNAP act hiacc,HMGR II inh,TNAP inh no acc,TR-FRET SRC-2 ct,PPARg SRC-1 ag,PPARg SRC-2 ag,PPARg SRC3 recr,TNAP inh hi DEA
CCn1cc(C2=NC(C)(C)CO2)c2ccccc21,1,-1.1,1,-0.3,-14.8,1530,4.8,6.4,-7.2,-3.0
CNC(=O)c1cc2ccc(OC)cc2oc1=O,0.9,12.1,1,-3.1,-12.2,1402,-2.0,0.2,-14.0,-0.4
COc1ccc(NC(=O)CCCn2c(=O)oc3ccccc32)cc1Cl,0.8,15.1,1,-4.2,1.6,1483,-10.4,-6.4,-1.4,-2.2
COc1cc(NC(=O)CSc2nnc3c(n2)[nH]c2ccc(S(=O)(=O)NC(C)C)cc23)cc(OC)c1OC,1,-1.3,1.1,-6.8,-15.8,1600,1.6,1.7,-2.1,-5.9
Cc1ccc(/C=N/N(Cc2ccccc2)c2ccccc2)o1,1.1,-11.4,1,2.2,1.0,1554,0.1,-2.2,-2.1,-4.4
C=CCNC(=O)/C(=C\C=C\c1ccccc1)NC(=O)c1ccccc1Cl,0.9,10.4,1,-1.4,-3.6,1728,2.6,8.8,7.1,1.0
CCn1cc(CNC(=O)c2cc(Cl)ccc2OC)c(C)n1,0.9,11.6,1,1.2,-11.3,1553,0.8,-3.6,-4.2,-1.0
Cc1nnc(SCC(=O)NCc2ccc(Cl)cc2)[nH]c1=O,0.9,5.0,1,2.1,-6.0,1546,2.0,4.4,1.7,-3.8
Clc1ccc(Cn2nnc(-c3ccc(CN4CCOCC4)cc3)n2)cc1,1,-1.8,1,1.7,-2.6,1703,8.6,10.1,10.8,0.8
CCOc1ccccc1C(=O)Nc1cccc(-c2nnc(-c3ccccc3)o2)c1,1,0.9,1.1,-2.9,-11.9,1626,2.8,0.2,-0.5,-6.0
COc1cc(NC(=O)CN2C(=O)c3ccccc3Sc3ccc(C(=O)N4CCOCC4)cc32)cc(OC)c1OC,0.9,12.2,1,-2.8,-6.8,1719,5.2,6.5,4.6,-0.8
Cc1cc(C(=O)OCC(=O)Nc2nc(-c3ccccc3)cs2)c(C)o1,1.1,-8.7,1.1,-3.1,-13.6,1532,-5.7,0.9,2.5,-5.2
Nc1cccc(-c2cc(-c3ccccc3)nc(-c3cccc(N)c3)n2)c1,0.9,8.3,1,-0.8,-7.5,1554,9.4,9.2,4.3,-2.9
C=CCn1c(O)c(C=Nc2ccccc2)sc1=S,0.9,6.8,1,-10.2,0.1,1468,0.6,1.4,1.2,4.0
COC(=O)c1ccc(NC(=O)CSc2nnc(CNc3ccc(F)cc3)n2C)cc1,0.9,9.0,1,-0.6,-11.3,1442,0.7,-2.2,-8.0,-4.8
Cc1ccccc1OCC(=O)Nc1ccccc1N1CCCCC1,0.5,46.1,1,-5.0,-4.2,1341,1.3,-8.7,0.8,2.6
Clc1ccc(CN2CCC(c3nc4ccc(Cl)cc4[nH]3)CC2)cc1,1.3,-30.0,1.1,1.2,-3.5,1642,-3.4,-1.9,7.5,-9.3
CCC(C)C(NC(=O)C1CCC(C)CC1)C(=O)NC(C(=O)OC)C(C)C (centres undefined),0.9,5.8,1.1,-5.0,-2.1,1573,14.6,3.4,7.8,-5.2
c1coc(CNc2c3c(nc4ccccc24)CCC3)c1,0.9,7.1,1.1,2.3,-13.4,1473,5.9,0.9,5.3,-5.3
CCC(=O)N1c2ccc(S(=O)(=O)CCC(=O)NCc3ccc4c(c3)OCO4)cc2CC1C (centres undefined),1.1,-11.2,1,-1.6,-12.1,1547,9.7,-5.9,1.8,-4.3
Nc1c(N2CCCCC2)c2ccccc2oc1=O,1,3.3,1,-4.1,-4.5,1526,-1.9,-7.0,-5.4,0.4
c1ccc2oc(-c3csc(N4CCOCC4)n3)cc2c1,1,2.2,1,1.0,-12.9,1532,-8.8,1.4,3.9,-1.9
CN1C(=O)c2cccc(NC(=O)C3CCCCC3)c2C1=O,1,-1.3,1,-9.3,-5.4,1392,-0.1,-5.5,-6.0,4.7
O=C(NCC1CCCO1)c1nc2c(nnn2Cc2ccc(F)cc2)c(=O)[nH]1 (centres undefined),1,-1.2,1.1,-0.6,-10.7,1674,0.4,7.0,-4.7,-5.2
CCCCN(CC)CCNC(=O)c1cc2c(C)nc3ccccc3c2o1,0.9,8.3,1,-5.1,-4.0,1713,1.1,14.1,12.3,1.3
Cc1ccccc1CSCCC(=O)NCCC1=CCCCC1,0.9,9.5,1,3.3,-10.8,1700,4.9,6.7,3.2,-0.2
CC(C)c1nnc(NC(=O)CCC(=O)N2CCN(c3ccccn3)CC2)s1,0.9,8.8,1,-1.8,3.4,1464,0.3,4.3,-5.4,1.9
CCCCN1C(C)=CC(=C2C(=O)c3ccccc3C2=O)C=C1C,1.1,-9.4,1,-1.3,4.5,1497,-1.6,-2.2,-1.8,2.3
Cc1ccc2c(c1)c1c3n2CCCN(Cc2ccccc2)C3CCC1 (centres undefined),0.9,9.4,1.1,1.0,-8.7,1532,1.7,5.3,-3.9,-7.4
Cc1cc(=O)n2c(-c3ccccc3C)n[nH]c2n1,0.9,11.3,1,0.5,10.7,1649,5.5,-0.1,16.3,0.2
CCOc1ccc(/C=C2\SC(=S)NC2=O)cc1OC,0.9,7.1,1,-1.0,-2.3,1723,10.8,2.1,4.4,2.3
OCCn1c(-c2ccc3c(c2)OCO3)csc1=Nc1ccccc1,1.1,-11.7,1.1,-8.9,-6.5,1530,3.8,4.7,-2.9,-5.0
CCOC(=O)Cn1c(C)nc2ccccc21,0.8,18.0,1.1,-0.4,-14.8,1486,2.4,5.7,-5.7,-5.5
c1cnc(N2CCN(c3cnccn3)CC2)nc1,1,2.2,1,-2.9,-15.7,1539,3.2,3.5,2.4,-4.1
CN(C(=O)CSc1nc(-c2ccccc2)c(-c2ccccc2)o1)C1CCS(=O)(=O)C1 (centres undefined),1.1,-12.6,1.1,-3.2,-20.6,1612,10.0,6.0,5.1,-6.0

# Bioassay records: PubChem, several laboratories
